Screening data from PubChem BioAssay.
RECQ1 helicase: RECQ1 (human) helicase inhibition | AID 2549 | P46063 | Potency, µM (doses to about 57.3 µM), for the others: top-dose activity, negative = inhibition, actives largely listed as inhibitors | 240,000 tested, 0.54% active | RECQ1 DNA unwinding, red fluorescence kinetic read;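 note: plate controls were vehicle for no effect and no enzyme for full effect; nearly all actives have a fitted effect of over 30% in size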
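50 nM RECQ1T1 preincubated 15 min with compound in Tris pH 8.0 buffer with MgCl2, DTT, Tween-20 and 2.5 ug/ml poly(dI-dC); started with 200 nM TAMRA/BHQ-2 forked duplex and 2 mM ATP. Unwinding read as fluorescence (525/598 nm), two reads 2 h apart.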
Luc counter: Kinase-Glo luciferase inhibition (counter-screen); Q27757; Kinase-Glo luciferase, ATP luminescence, 8 min; Potency, µM (series often up to 38.3 µM), for inactives: at the top dose activity change, negative = inhibition, most hits filed as inhibitors; 200,000 tested, 0.28% active; AID 1379; note: % is set by controls: 0 for no effect and ±100 for the full control effect; nearly all actives have a fitted effect of over 60% in size
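Inhibition of Kinase-Glo luciferase light generation was assessed at 10 uM ATP in pH 7.2 imidazole buffer, with luminescence measured after eight minutes at ambient temperature.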
IMPase Li cell: cell-permeable IMPase inhibitors with lithium potentiation; CHO-M1 cells, IP1 TR-FRET (IP-One), carbachol + lithium; Potency, µM (top dose mostly 59.4 µM), without a hit: at the highest dose activity, negative = IMPase inhibition, usual class: inhibitors; 210,000 tested, 0.35% active; AID 1457;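 note: IP1 builds up when IMPase is blocked and the TR-FRET signal falls; plate controls were basal vehicle for no effect and high inhibitor control for full effect; nearly all actives have a fitted effect of over 50% in size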
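CHO-M1, 2000 cells/well, 16–30 h culture; cpd + low Li+, 30 min 37C; lysis with d2-IP1/Eu-anti-IP1 Ab, 10 min RT; TR-FRET 665/620 ratio and 620 channel; AC50 via Hill.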
SMN2 splice enh: increases expression of the SMN2 splice variant. 210,000 tested, 2.8% active. HEK293 SMN2-luciferase splicing reporter, luminescence, 30-36 h. AID 1458. Potency, µM (doses to about 46.1 µM), without a hit: at the highest dose activity change, positive = activation, actives largely listed as activators; note: % of control where 0% means no effect; nearly all actives have a fitted effect of over 55% in size
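HEK293 cells carry an SMN2 minigene-luciferase reporter in which exon 7 inclusion puts luciferase in frame. Cells were seeded at 2000 cells/well, attached for 10-12 hours, then exposed to compounds for 30-36 hours at 37C before ONE-Glo luminescence.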
NPSR antagonist: antagonists of human neuropeptide S receptor cAMP signaling; Q6W5P4; CHO-NPSR cells, cAMP TR-FRET, antagonist mode; Potency, µM (highest dose often 38.3 µM), without a hit: at the top dose activity change, negative = inhibition, hits mostly inhibitors; 220,000 tested, 1% active; AID 1461; note: % is set by controls: 0 for no effect and ±100 for the full control effect; nearly all actives have a fitted effect of over 50% in size; many of its hits are not listed in these tables
Target sequence (Q6W5P4 whole entry, looked up): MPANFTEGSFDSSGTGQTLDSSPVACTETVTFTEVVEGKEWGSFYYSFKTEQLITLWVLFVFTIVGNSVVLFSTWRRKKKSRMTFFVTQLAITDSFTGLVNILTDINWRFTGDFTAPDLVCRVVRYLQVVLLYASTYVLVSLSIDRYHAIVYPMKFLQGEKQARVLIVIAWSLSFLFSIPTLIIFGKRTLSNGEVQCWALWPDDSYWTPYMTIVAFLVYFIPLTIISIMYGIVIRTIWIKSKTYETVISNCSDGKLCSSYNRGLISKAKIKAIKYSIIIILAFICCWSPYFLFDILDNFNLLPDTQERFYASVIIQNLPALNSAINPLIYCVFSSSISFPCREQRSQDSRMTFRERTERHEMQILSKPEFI
JMJD2E inh: blocks human JMJD2E demethylase activity | B2RXH2 | JMJD2E catalytic domain, FDH-coupled NADH fluorescence (FDH is formaldehyde dehydrogenase) | Potency, µM (titrated, usually from 57.1 µM), for the others: at the highest dose activity change, negative = inhibition, actives largely listed as inhibitors | 230,000 tested, 1.6% active | AID 2147; active = well fitted inhibition curve with a large enough effect, not every such curve was filed as active; inconclusive = small, poorly fitted or top-dose-only effect, or another doubt; inactive = no such curve, though single readings can be large or run the other way;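 note: 0% = wells with enzyme and -100% = buffer wells without enzyme; nearly all actives have a fitted effect of over 50% in size; many of its hits are not listed in these tables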
Target sequence (B2RXH2 1-337 limits assumed): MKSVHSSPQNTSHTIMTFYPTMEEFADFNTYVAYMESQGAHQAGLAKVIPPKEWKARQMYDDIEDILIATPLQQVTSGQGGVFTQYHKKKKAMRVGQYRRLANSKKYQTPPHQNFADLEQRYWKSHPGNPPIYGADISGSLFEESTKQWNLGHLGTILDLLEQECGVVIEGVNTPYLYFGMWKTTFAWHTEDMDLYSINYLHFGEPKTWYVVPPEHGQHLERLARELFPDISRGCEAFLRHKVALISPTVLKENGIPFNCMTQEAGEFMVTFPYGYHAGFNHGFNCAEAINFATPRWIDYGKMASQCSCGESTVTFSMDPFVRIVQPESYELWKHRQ
Epigenetic derep: regulators of epigenetic silencing causing reporter derepression in mouse cells; murine LDR cells, GFP reporter derepression, 30 h; Potency, µM (doses to about 53.9 µM), without a hit: top-dose GFP activation, most hits filed as activators; 280,000 tested, 0.2% active; AID 1865; note: % of control where 0% means no effect; nearly all actives have a fitted effect of over 60% in size
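Murine LDR cells carrying a silenced, genomically integrated CMV-driven GFP reporter were exposed to compound for 30 hours at 37 C. After PBS washes, GFP-positive cells (20–120 um objects) were counted by laser-scanning microplate cytometry.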
RGS12 GoLoco inh: RGS12 GoLoco-Gai1 interaction inhibition. P63096. Gai1:RGS12 GoLoco peptide FP, rhodamine, 10 min. Potency, µM (highest dose often 61.6 µM), inactives show at the highest dose activity, negative = inhibition, usual class: inhibitors. 230,000 tested, 0.44% active. AID 880; active = well fitted inhibition curve with a large enough effect, not every such curve was filed as active; inactive = no such curve, though single readings can be large or run the other way; note: % is set by controls: 0 for no effect and ±100 for the full control effect; nearly all actives have a fitted effect of over 30% in size; many of its hits are not listed in these tables
Target sequence (P63096 whole entry, looked up): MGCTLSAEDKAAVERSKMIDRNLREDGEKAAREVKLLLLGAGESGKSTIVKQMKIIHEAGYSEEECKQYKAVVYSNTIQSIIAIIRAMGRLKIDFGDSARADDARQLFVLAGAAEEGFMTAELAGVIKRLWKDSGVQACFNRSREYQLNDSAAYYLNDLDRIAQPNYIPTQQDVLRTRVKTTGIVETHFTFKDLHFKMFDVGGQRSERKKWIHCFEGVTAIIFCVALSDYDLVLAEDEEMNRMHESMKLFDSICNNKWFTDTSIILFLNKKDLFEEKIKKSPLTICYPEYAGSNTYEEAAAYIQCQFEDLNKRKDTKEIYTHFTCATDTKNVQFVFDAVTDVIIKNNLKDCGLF
Active calls of the source: *; i = inactive; ? = inconclusive; . = not tested or not shown; & = joins results of further samples; [ ] = another dose, or the depositor's remark. Unless noted, calls come from the whole dose curve; as a rule, active = well fitted curve in the direction sought with a large enough effect; inconclusive = small, poorly fitted or top-dose-only effect, or another doubt; inactive = no such curve, though single readings can be large; an effect the other way counts as inactive or inconclusive. Potency is the fitted concentration of half-maximal effect.

Assay codes – A = RECQ1 helicase; B = Luc counter; C = IMPase Li cell; D = SMN2 splice enh; E = NPSR antagonist; F = JMJD2E inh; G = Epigenetic derep; H = RGS12 GoLoco inh
> Cc1ccc(S(=O)(=O)N2CCN(S(=O)(=O)N3CCCCCC3)CC2)cc1
  A: i	B: 0%	C: 6%	D: .	E: -9%	F: 4%	G: -2.3%	H: -1%

> CCOC(=O)C1CCCN(C2CC(=O)N(c3cccc(C(F)(F)F)c3)C2=O)C1 (stereo not given)
  A: -4%	B: 4%	C: -7%	D: -2%	E: -7%[46.1 µM]	F: -6%	G: 13%	H: -21%

> Cc1nn(CC#N)c(=O)n1-c1ccc(Cl)cc1
  A: 4%	B: 2%	C: -23%	D: 6%	E: -2%	F: 0%	G: 7.9%	H: -13%

> O=C(NCc1ccco1)c1c(F)c(F)c(F)c(C(=O)NCc2ccco2)c1F
  A: -1%	B: 0%	C: -9%	D: .	E: 12%	F: 3%	G: 4.5%	H: 6%

> CC1CN(C(=O)N2c3ccccc3Sc3ccccc32)CC(C)O1 (stereo not given)
  A: 5%	B: 0%	C: 14%	D: -44%[inhibitor]	E: -4%	F: -4%	G: -1.6%	H: 7%

> Cc1cc(C(=O)CC#N)c(C)n1CC(F)(F)F
  A: -23%	B: 2%	C: -6%[38.3 µM]	D: -6%	E: 2%[46.1 µM]	F: -1%	G: 1.1%	H: 8%

> CN(C(=O)Cn1cc(C(F)(F)F)ccc1=O)c1c(N)n(Cc2ccccc2)c(=O)[nH]c1=O
  A: -11%	B: .	C: .	D: .	E: -2%[7.67 µM]	F: -3%	G: -1.4%	H: 7%

> O=C(Nc1ccc(Cl)cc1)N1CCC(c2nc(-c3cccs3)no2)CC1
  A: -9%	B: -1%	C: 35%[activator][38.3 µM]	D: -12%	E: -28%[46.1 µM]	F: -5%	G: 0.0%	H: -2%

> CCN(CC)c1ccc(/C=C(\C#N)C(=O)c2ccc(Br)cc2)cc1
  A: ?	B: -5%	C: 0%	D: -17%	E: -28%	F: -1%	G: 17%	H: -28%

> Cc1ccc(Cl)cc1N1CCN(C(=O)Cc2csc(Nc3nc(=S)[nH]c4ccccc34)n2)CC1
  A: -1%	B: -3%	C: 12%	D: 8%	E: -26%	F: 13%	G: -1.4%	H: 17%

> Clc1ccccc1-c1nn2c(Cn3cnc4ccccc43)nnc2s1
  A: i	B: 0%	C: 4%[38.3 µM]	D: -2%	E: -21%[46.1 µM]	F: 3%	G: -0.3%	H: -9%

> COc1cccc(-c2nc(N3CCCC3)c3ccccc3n2)c1O
  A: i	B: .	C: .	D: .	E: 31%	F: -1%	G: 8.4%	H: 0%

> C=C(C)CN(CC)C(=O)CSc1nc(O)cc(=O)n1C1CCCC1
  A: -3%	B: 4%	C: 6%	D: 7%	E: -13%	F: -3%	G: 1.7%	H: 1%

> CCOC(=O)c1cc2c(nc1C)-c1cc(Cl)cc(Cl)c1OC2O (stereo not given)
  A: -6%	B: -2%	C: 1%	D: -10%	E: -22%	F: -3%	G: 4.3%	H: 4%

> CCCNc1nc2c(c(=O)[nH]c(=O)n2C)n1Cc1ccc(F)cc1
  A: i	B: -3%	C: 13%[38.3 µM]	D: 33%	E: -6%[46.1 µM]	F: 0%	G: 0.0%	H: 9%

> CC1(C(=O)O)Cc2ccccc2C(=O)O1 (stereo not given)
  A: 87%[activator]	B: 4%	C: -4%[38.3 µM]	D: 13%	E: -3%[46.1 µM]	F: 6%	G: 6.0%	H: 1%

> CCn1cc(C2=NOC(C(=O)Nc3c(C)nn(Cc4ccc(F)cc4)c3C)C2)c(C)n1 (stereo not given)
  A: -3%	B: -1%	C: 8%[38.3 µM]	D: -28%	E: -11%[46.1 µM]	F: 7%	G: 0.0%	H: -6%

> O=C1CC(c2ccc(F)cc2)Cc2nc(NCC3CCCO3)ncc21 (stereo not given)
  A: -12%	B: -1%	C: -1%[38.3 µM]	D: -5%	E: -11%[46.1 µM]	F: -6%	G: -1.2%	H: 10%

> O=C(NCc1ccc2c(c1)OCO2)c1cc(=O)[nH]c2ccccc12
  A: -2%	B: .	C: .	D: .	E: 17%	F: ?	G: 1.6%	H: 1%

> Cc1cc(Oc2ccccc2)nc(N2CCOCC2)n1
  A: i	B: -1%	C: 4%[38.3 µM]	D: -6%	E: -9%[46.1 µM]	F: -11%	G: -3.8%	H: 7%

> COC(=O)CC1c2ccccc2C(Cc2ccc(OC)cc2)C(C)N1C(=O)OC (stereo not given)
  A: -2%[11.5 µM]	B: -5%[7.66 µM]	C: 6%	D: -6%[9.22 µM]	E: .	F: 1%[11.4 µM]	G: .	H: 6%[14.2 µM]

> CC(=O)c1ccc(N2CCN(C(=O)Nc3cccc(F)c3)CC2)cc1
  A: i	B: 3%	C: 6%	D: 11%&-4%	E: -7%	F: -16%	G: 2.2%&0.0%	H: 0%

> Cc1cc(=O)oc(C)c1C(=O)NCC(C)C
  A: -5%	B: -1%	C: -10%[38.3 µM]	D: -5%	E: 13%[7.67 µM]	F: -6%	G: 0.0%	H: 12%

> CCN(CC)C(=O)Oc1ccc(Cl)c2ccccc12
  A: i	B: 0%	C: .	D: .	E: -6%[46.1 µM]	F: 14%	G: -0.2%	H: .

> O=C(O)c1ccc2cccc(Cl)c2c1O
  A: 2%	B: 0%	C: ?	D: 8%	E: 19%[46.1 µM]	F: ?	G: 0.0%	H: -1%

Later entries:
Second line of a record: RECQ1 helicase, Luc counter, IMPase Li cell, SMN2 splice enh, NPSR antagonist, JMJD2E inh, Epigenetic derep, RGS12 GoLoco inh
O=C(COC(=O)c1ccccc1Cl)NC(=O)NCc1ccccc1
    i, -2%, 1%, ?, 2%, 5%, -6.0%, 4%
Cc1ccc(C)c(-c2csc(N)c2C(=O)OC(C)C)c1
    -15%, -5%, 5%[38.3 µM], 4%, ?, 4%, -1.5%, 4%
Cc1cc(NC(=O)NC(C)(C(F)(F)F)C(F)(F)F)no1
    -9%, ., ., ., 1%, 11%, 0.1%, 1%
CCOc1cc(CO)cc(Br)c1OCC(=O)Nc1ccccc1C
    i, 2%, 6%, -9%, -39%, 12%, -0.9%, 14%
CCCCCCCN1C/C=C\C(c2ccc(OC)cc2)N(Cc2ccc(F)cc2)C(=O)[C@H]1Cc1ccccc1 (stereo not given in full)
    -4%, ., ., ., -16%, -7%, 5.4%, -2%
N#CCCN(C(=O)COC(=O)c1cccc(S(=O)(=O)Nc2ccc([N+](=O)[O-])cc2)c1)c1ccccc1
    -6%, 0%, -4%, 6%, -20%, 5%, -1.0%, 16%
O=S(=O)(C=C(c1ccccc1)c1ccccc1)c1ccccc1
    i, -1%, 11%[38.3 µM], -9%, ?, -9%, -0.9%, 4%
CCOC(=O)C(C)Sc1cc(CS(=O)(=O)c2ccccc2)nc(-c2ccccc2)n1 (stereo not given)
    -12%, -4%, 8%[38.3 µM], -13%, ?, 4%, 0.0%, 1%
O=C(NCc1ccc2c(c1)OCO2)C12CC3CC(CC(C3)C1)C2
    i, -1%, 24%[38.3 µM], 14%, -4%[46.1 µM], 0%, -0.9%, 0%
Cc1ccc(C2=Nc3ccccc3N=C(c3ccc([N+](=O)[O-])cc3)C2)c(O)c1
    -12%, 0%, 7%, 1%, -14%, 10%, 0.0%, -6%
C=CCNC(=O)NC(=O)COC(=O)c1cccnc1SC
    -3%, -2%, 8%[38.3 µM], 6%, -4%[46.1 µM], 17%, -6.2%, 2%
Cc1ccc(CC(CC(=O)Nc2cccc(C(F)(F)F)c2)C(=O)O)cc1 (stereo not given)
    -1%, ., 5%, ., 0%, 2%, -0.3%, -1%
Cc1c(C(=O)N2CCCC2)sc(NC(=O)c2ccco2)c1C#N
    -13%, 0%, 0%, -10%, -7%[46.1 µM], 10%, -2.3%, 42%[activator]
Cc1cccc(/C=N/NC(=O)NC23CC4CC(CC(C4)C2)C3)n1
    0%, ., ., ., -12%, -3%, -1.0%, -9%
COC(=O)c1[nH]c2ccccc2c1NC(=O)c1ccccc1F
    -6%, ., ., ., -17%, 2%, 0.1%, 4%
CCC(NC(=O)NNC(N)=S)(C(F)(F)F)C(F)(F)F
    -5%, ., ., ., 19%, -3%, 2.0%, -5%
c1ccc(N=C(c2cccs2)N2CCOCC2)cc1
    -13%, -4%, 12%, -2%, -6%[46.1 µM], -5%, -2.0%, 11%
Cc1ccc(CNC(=O)CN2CCCC(C)C2)cc1 (stereo not given)
    -6%, 4%, 37%[activator][38.3 µM], 0%, -8%[46.1 µM], 13%, -0.5%, -5%
O=C(Nc1ccccc1)c1[nH]ncc1[N+](=O)[O-]
    -3%, 3%, 17%[38.3 µM], 8%, 0%[46.1 µM], -10%, 6.0%, 2%
Cc1[nH]nc(N)c1N=Nc1ccc(Br)cc1
    ?, 2%, 2%, 11%, -4%, 11%, 1.4%, 5%

By substructure, the compounds so far with an NH in an aromatic ring.
Second line of a record: RECQ1 helicase, Luc counter, IMPase Li cell, SMN2 splice enh, NPSR antagonist, JMJD2E inh, Epigenetic derep, RGS12 GoLoco inh
CN(C(=O)Cn1cc(C(F)(F)F)ccc1=O)c1c(N)n(Cc2ccccc2)c(=O)[nH]c1=O
    -11%, ., ., ., -2%[7.67 µM], -3%, -1.4%, 7%
Cc1ccc(Cl)cc1N1CCN(C(=O)Cc2csc(Nc3nc(=S)[nH]c4ccccc34)n2)CC1
    -1%, -3%, 12%, 8%, -26%, 13%, -1.4%, 17%
CCCNc1nc2c(c(=O)[nH]c(=O)n2C)n1Cc1ccc(F)cc1
    i, -3%, 13%[38.3 µM], 33%, -6%[46.1 µM], 0%, 0.0%, 9%
O=C(NCc1ccc2c(c1)OCO2)c1cc(=O)[nH]c2ccccc12
    -2%, ., ., ., 17%, ?, 1.6%, 1%
COC(=O)c1[nH]c2ccccc2c1NC(=O)c1ccccc1F
    -6%, ., ., ., -17%, 2%, 0.1%, 4%
O=C(Nc1ccccc1)c1[nH]ncc1[N+](=O)[O-]
    -3%, 3%, 17%[38.3 µM], 8%, 0%[46.1 µM], -10%, 6.0%, 2%
Cc1[nH]nc(N)c1N=Nc1ccc(Br)cc1
    ?, 2%, 2%, 11%, -4%, 11%, 1.4%, 5%

The list is partial; count on the stated rates, not on these rows.
